Assay outcomes from PubChem BioAssay.
bCat nuc transl = modulators of beta-catenin nuclear translocation, primary screen, imaging, HeLa cells, immunofluorescence, high-content; 190,000 tested, 0.3% active; nuclear translocation activity, % at 5 µM; AID 1665, 2009;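 active = nuclear translocation activity above 50% at 5 µM, with a well cell count of 50 or more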;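 also: per-cell ratio of nuclear to cytoplasmic median beta-catenin stain intensity; plate controls were DMSO negative control for no effect and GSK-3 inhibitor IX positive control for full effect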
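Assay system: human HeLa cells, native beta-catenin; doses: 5 µM primary, 0.02–20 µM confirmation; incubation: compound treatment 24 h, 37°C, 5% CO2; technique: fluorescence imaging of beta-catenin antibody stain plus DAPI; measure: % activation, nuclear-to-cytoplasmic median beta-catenin signal ratio per cell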
Autophagy mod = autophagy modulators in MEF cells, primary screen, imaging, high-content, MEF GFP-LC3 | MEF GFP-LC3 puncta imaging; test concentration mostly 10 µM | AID 463193, 2010 | calls only at 10 µM (by protocol) | 190,000 tested, 0.98% active;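 active = percentage of spot-positive cells more than 3 SD above its plate mean, without a fluorescence outlier flag or 80% toxicity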;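 also: spot-positive cell cutoff set from DMSO-treated cells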
WT yeast gro inh = growth inhibition of WT strain, primary screen, mitochondrial fusion inhibitor project, WT and mutant strains, chemical genetic; AID 1362, 2008; inhibition, % at 10 µM; 190,000 tested, 2.1% active; mitochondrial fusion phenotypic screen; in the data active = inhibition above about 58%; tested in S. cerevisiae
MT stabilize HCS = microtubule stabilizers in HeLa cells, primary screen, imaging, high-content imaging. % tubulin-high responders, % at 10 µM. HeLa tubulin immunostaining HCS, 24 h; share of cells brighter than vehicle mean+2SD. AID 2205, 2009. 200,000 tested, 0.83% active;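 active = plate Z-score above 3 for both tubulin-high and condensed-nucleus cell shares, with cell loss under 80%, at 10 µM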;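 also: anti alpha tubulin signal scored within the nucleus-defined area of each cell; some results filed as inactive read as strong as hits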
XIAP antagonists = XIAP antagonists, biochemical, IAP family, fluorescence polarization (AID 1018); displacement, % at 20 µM, or IC50 in µM where a hit was titrated; 200,000 tested, 0.007% active; XIAP BIR domain, fluorescence polarization peptide displacement; higher % means a stronger effect; in the data active = displacement above about 50%; also: a part of the inactive calls stands beside numbers as strong as those of hits
Hep lipid drop = inhibitors of hepatocyte lipid droplet formation, primary screen, imaging, high-throughput imaging, BODIPY stain. AML12 mouse hepatocytes, oleate lipid droplets. inhibition, % at 6.5 µM. 240,000 tested, 0.4% active. AID 1656, 2009;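 active = lipid droplet intensity inhibited by at least 50%, with more than 500 cells counted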
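Material – AML12 mouse liver cells · Also added – oleate loading, 100 µM · Compound dosing – 6.5 µM single-point dosing · Times – overnight treatment with compound plus oleate · Measured by – fluorescence imaging, 20x objective, two fields per well · Read-out – percent inhibition of filter-corrected integrated lipid droplet intensity per well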
Dynein cargo inh = inhibitors of GR-EGFP nuclear translocation, primary screen, dynein cargo transport inhibitor project, imaging, high-content, 3617.4 mouse cells; z-score, hits read low; test concentration mostly 20 µM; stimulated with dexamethasone, 1 µM; active compounds read low; 220,000 tested, 0.47% active; AID 1381, 2008;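 active = plate z-score of nuclear minus cytoplasmic receptor signal below a set negative limit, without overly bright fluorescence or cell loss, cut at about -3.5 in these data, passing the limit was not always enough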;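 also: z-score of nuclear minus cytoplasmic ring GR-EGFP intensity difference per well; some compounds called inactive have numbers as strong as hits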
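Buffer or medium: tetracycline-free induction medium containing charcoal-stripped FBS / Reagent: dexamethasone agonist, 1.0 µM final, for 30 min / Technique: automated 10x imaging of fixed Hoechst-stained cells / Times: induction 48 h, compound 1 h, agonist 30 min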
CSM14.1 death rescue = rescue of cells from ER stress-induced death, primary screen, 384-well, CSM14.1, thapsigargin, ATP luminescence (AID 1222). 190,000 tested, under 10 active. CSM14.1 thapsigargin-induced death rescue, ATP luminescence; higher % means a stronger effect. cellular ATP content (survival), % at 20 µM; hits with a dose series show EC50 in µM;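 active = EC50 below 50 µM in the dose-response confirmation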;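 also: death triggered by thapsigargin at about 15 µM added after 2 h compound pretreatment; cell ATP read after overnight thapsigargin exposure of roughly 18 to 22 hours; normalized against plate controls of thapsigargin alone and 5% DMSO vehicle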
Insulin prom up = insulin promoter activators in MIN6 cells, imaging, high-content screening, mouse beta cells; 190,000 tested, 0.3% active; z-score at 5 µM; MIN6 insulin promoter-GFP reporter; active compounds read high;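 active = z-score above 3 at 5 µM with at least 500 cells counted in the well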
WT yeast gro inh mutant strain = recorded beside WT yeast gro inh, whose call it bears; inhibition, %; mitochondrial fusion phenotypic screen, mutant strain inhibition
Dynein cargo inh cytoplasmic EGFP = also measured in Dynein cargo inh; calls as there; z-score; measured here: cytoplasmic GR-EGFP intensity; active compounds read high
Dynein cargo inh nuclear GR-EGFP = also measured in Dynein cargo inh; calls as there; z-score; measured here: nuclear GR-EGFP intensity;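 lower value marks the stronger effect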
Dynein cargo inh cell count = further read-out of Dynein cargo inh, marked with its call; z-score; measured here: cell count per field
Insulin prom up cell count = also measured in Insulin prom up; calls as there; cell count; measured here: cytotoxicity, nuclei count;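 total cells summed across four imaged fields per well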
Hep lipid drop cells 6.5 µM = recorded beside Hep lipid drop, whose call it bears; cell count; measured here: cell count, cytotoxicity flag;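 cells counted across two imaged fields per well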
bCat nuc transl cell count 5 µM = recorded beside bCat nuc transl, whose call it bears; cell count; measured here: cell count, cytotoxicity flag
MT stabilize HCS Hoechst-high % = further read-out of MT stabilize HCS, marked with its call; % Hoechst-high responders; measured here: nuclear condensation Hoechst responders;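 share of cells brighter than vehicle mean plus two SD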
MT stabilize HCS cytotoxicity % = also measured in MT stabilize HCS; calls as there; toxicity, %; measured here: cytotoxicity by cell density;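 0% = mean cell density of plate MIN control wells and 100% = no cells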
Autophagy mod cell loss 18 h = second read-out of Autophagy mod, no call of its own (marks repeat the call); toxicity, %; measured here: cell loss, nuclei count;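 cell loss after 18 h compound exposure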
* marks the source's active call; other numbers are inactive results; i = inactive; x = no result given; + = active, no number.

SMILES	bCat nuc transl	bCat nuc transl cell count 5 µM	Autophagy mod	Autophagy mod cell loss 18 h	WT yeast gro inh	WT yeast gro inh mutant strain	MT stabilize HCS	MT stabilize HCS Hoechst-high %	MT stabilize HCS cytotoxicity %	XIAP antagonists	Hep lipid drop	Hep lipid drop cells 6.5 µM	Dynein cargo inh	Dynein cargo inh cytoplasmic EGFP	Dynein cargo inh nuclear GR-EGFP	Dynein cargo inh cell count	CSM14.1 death rescue	Insulin prom up	Insulin prom up cell count
CCC(C)(C(=O)NC1CCCC1)N(C(=O)c1cnccn1)c1c(C)n(C)n(-c2ccccc2)c1=O (stereo not drawn)	-1.0	1101	i	11	-2	-12	1.8	1.4	3.3	-2.4%	12	638	2	-0.14	1.2	0.38	x	-1.1	1320
Cc1nn(-c2ccccc2)c2c1C(c1ccc(O)c(O)c1)N1C(=N2)C(Nc2ccccc2)=Nc2ccccc21 (stereo not drawn)	1.1	1303	+	11*	2	20	2.6	0.9	1.1	-3.3%	x	x	-3.1	19	1.9	-0.028	-5.8%	0.25	1521
CCn1c2c(c3cc(Cl)ccc31)CCCC2=O	x	x	i	-1	4	14	7.6	3.9	3.4	-8.8%	x	x	1.8	-0.07	1.4	-0.68	-0.8%	0.18	819
O=C(CNC(=S)N(Cc1ccccc1F)C1CCCCC1)NCCCN1CCOCC1	-1.1	1121	i	17	-3	11	2.4	2.0	6.1	-6.1%	-2	712	-1	-0.19	-0.62	0.63	x	-0.76	1330
CN(c1ccccc1)S(=O)(=O)c1cccc(C(=O)Nc2nccs2)c1	-2.3	1116	i	-19	-6	-7	2.4	1.6	5.9	-2.4%	2	668	0.18	-0.11	0.4	-0.4	-0.8%	0.17	1255
CCOC(=O)c1n[nH]n(-c2cc(Cl)cc(Cl)c2)c1=O	-4.6	1170	x	x	x	x	x	x	x	x	17	695	-0.88	-0.17	-0.47	0.22	x	-0.21	1405
Cc1nc(N2CCN(C(=O)c3ccco3)CC2)c2c3c(sc2n1)CCC3	0.5	687	i	-46	13	3	5.6	2.6	2.7	-9.7%	x	x	-0.02	-0.2	0.2	0.034	1.4%	-1.5	929
COc1ccc(OC)c(-n2c(SCC(N)=O)nnc2-c2c[nH]c3ccccc23)c1	x	x	i	4	-14	-12	4.1	3.3	1.6	-7.1%	x	x	-1.1	-0.24	-0.55	0.76	-1.0%	-0.55	839
Cn1c(=NC(=O)c2ccco2)sc2ccccc21	0.5	1341	i	-9	10	2	2.7	2.9	5.8	-1.6%	10	697	0.29	-0.23	-0.25	0.2	-2.8%	-2.2	1540
COc1ccc(Cc2nnnn2CC(=O)O)cc1	-3.6	920	i	-5	x	x	2.1	1.5	5.5	-4.4%	x	x	-0.15	-0.22	0.091	0.56	0.7%	x	x
Cn1cnc([N+](=O)[O-])c1Cl	0.2	1284	x	x	x	x	x	x	x	x	1	679	-0.98	-0.17	-0.47	0.51	x	-0.09	1104
COc1cc(C(F)(F)F)c(C(=O)N(C)Cc2ccc(Cl)c(Cl)c2)cn1	-3.1	1211	x	x	x	x	x	x	x	x	-36	619	-0.47	-0.29	-0.47	0.97	x	0.84	1506
O=C(Cc1ccc(S(=O)(=O)N2CCOCC2)s1)NCC1CCCCC1	x	x	i	-14	-1	4	1.9	1.1	6.8	-4.3%	13	723	0.12	-0.18	0.23	-0.24	-1.2%	-0.98	775
Nn1c(SCC(=O)Nc2nccs2)nncc1=O	7.7	785	i	-10	2	-8	2.4	1.5	5.9	-3.5%	14	664	0.1	-0.3	0.27	1.2	-1.2%	-0.26	1562
CN(C)c1ncc(S(=O)(=O)c2ccc(Cl)cc2)c(-c2ccc(Cl)cc2Cl)n1	0.6	1315	i	1	66*	4.0*	0.8	0.8	6.4	-4.4%	x	x	-0.75	-0.22	-0.64	0.29	12%	-0.53	1589
Cc1cccc(NC(=O)CCC(=O)N/N=C/c2ccco2)c1	-1.3	1152	i	-6	-5	15	1.9	1.4	1.6	-2.9%	10	635	-0.16	-0.25	-0.036	1	-0.8%	x	x
CC(C)SCCCCOc1ccc2ccccc2c1	-3.0	1411	i	16	31	10	2.7	1.2	4.8	-0.9%	x	x	-0.005	-0.19	0.5	1.5	-0.7%	0.85	1376
COc1ccc(CC(=O)Nc2ccc(-c3nc4cc(C)ccc4o3)c(O)c2)cc1OC	4.4	1124	i	13	14	3	2.9	7.6	0.5	-0.8%	36	760	-0.22	-0.2	-0.16	0.35	-2.9%	0.11	1012
CCOCCCNC(=O)C(c1ccc(C)cc1)N(Cc1ccc2c(c1)OCO2)C(=O)c1ccccn1 (stereo not drawn)	-4.1	976	i	22	0	9	2.4	1.4	7.4	-6.7%	-1	668	-1.3	-0.18	-0.5	0.61	-1.9%	0.21	1600
O=C(NCc1ccc(F)cc1)c1ccc(CNc2c(N3CCOCC3)c(=O)c2=O)cc1	0.7	1329	x	x	x	x	x	x	x	x	12	735	0.28	-0.26	0.74	-0.29	x	-0.43	1121
O=C(CSc1ncccc1-c1nc2ccccc2[nH]1)N1CCc2ccccc21	-0.8	938	i	-4	-27	11	4.8	3.4	0.5	-6.0%	5	710	0.86	-0.23	0.85	-0.92	-1.3%	0.07	1331
CC(C)OCC1CC(CC(=O)NC(=S)Nc2cccc([N+](=O)[O-])c2)C(=O)O1 (stereo not drawn)	-2.8	1221	i	-5	-13	5	3.8	1.3	3.6	-13%	-3	753	-0.73	-0.24	-0.34	1.3	0.2%	-0.16	1133
Cc1cc(-c2nn(-c3ccccc3F)cc2CN2CCN(c3ccncc3)CC2)c(C)s1	-0.7	943	i	-25	36	48	2.0	1.7	3.6	-7.5%	-2	669	-0.056	-0.27	-0.23	0.51	-2.6%	-0.65	1268
COc1cc(/C=N\NC(=O)CNC(=O)C(c2ccccc2)c2ccccc2)ccc1O	1.9	1300	x	x	x	x	x	x	x	x	6	773	0.34	-0.26	0.082	-0.024	x	-0.88	1081
Cc1ccc(S(=O)(=O)NCC(=O)OCc2ccccc2Br)cc1	0.4	984	i	14	-4	29	2.7	2.6	3.9	-1.2%	6	668	-0.35	-0.29	-0.37	0.74	-0.3%	-0.56	1482
COc1cccc(/C=C/C(=O)OCC(=O)c2cc(C)n(CC3CCCO3)c2C)c1OC (stereo not drawn)	-0.2	1039	i	0	-3	-3	1.5	2.9	3.4	-8.0%	-4	560	-0.76	-0.17	-0.42	0.34	-2.8%	0.44	1558
CCn1c(NC(=O)c2ccc(C)cc2)c2ccccc2nc1=O	2.2	833	i	-31	-18	-35	2.3	3.5	6.9	-1.2%	15	700	0.92	-0.21	0.71	-0.72	-2.4%	-0.2	1629
Cc1nc2cc(Cl)c(Cl)cc2n1CCCO	2.8	1254	x	x	x	x	x	x	x	x	-3	764	-0.64	-0.11	-0.28	0.16	x	-1.1	1384
Cc1ccc(OCCn2cc(C(=O)O)c3ccccc32)cc1	0.2	1056	i	-3	-12	-8	3.0	2.0	8.5	-3.0%	18	710	0.96	-0.15	0.85	-1.3	0.2%	-0.54	1125
O=C(Nc1ccccc1C(=O)NCc1ccccc1)c1ccccc1	-3.1	985	i	0	16	34	1.6	1.9	5.3	-5.4%	x	x	-0.62	-0.14	-0.69	0.46	-0.6%	1.2	1462
Cc1cccc(CCNC(=O)C2CCN(S(=O)(=O)c3c(C)noc3C)CC2)c1	x	x	i	-11	8	-1	1.4	1.5	5.0	-0.6%	-1	750	-0.43	-0.27	-0.013	0.7	-0.8%	-0.66	861
COc1ccc(C(CNC(=O)c2ccc(N3CCCC3=O)cc2)N(C)C)cc1 (stereo not drawn)	-1.3	963	i	-21	-11	3	2.7	1.2	5.1	-0.3%	x	x	1.1	-0.042	1.5	-1.1	3.0%	-1.8	1154
Cc1ccc(NC(=O)C2SC(=Nc3ccccc3)C(C(=O)Nc3ccc(Cl)cc3)=C2N)cc1 (stereo not drawn)	-1.4	1060	i	21	66*	9.6*	3.5	2.9	4.0	1.4%	-6	679	0.24	-0.061	0.088	-0.05	-0.6%	-1.2	1553
O=c1[nH]c2ccccc2[nH]c1=O	-0.1	1305	x	x	x	x	x	x	x	x	-13	617	-0.15	-0.26	-0.11	1	x	-0.36	1072
